Screening results as filed in PubChem BioAssay.
OPRM1-OPRD1 inv: inverse agonists of MOR-DOR heterodimerization, primary screen, cell-based, luminescence | Mu-type opioid receptor (Homo sapiens) + Delta-type opioid receptor (Homo sapiens), … | inhibition, % at 9.3 µM | cell-based MOR-DOR heterodimer luminescence, inverse agonism | 0.21% of 340,000 active; in the data active = inhibition above about 22%, passing the limit was not always enough;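 note: 0% = cells with DMSO and 100% = wells without cells with DMSO; values of inactives mirror those of a sister screen read the other way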
CAL-PDZ inh HTS: untagged CAL PDZ binding inhibitors, primary screen, biochemical, fluorescence polarization, HTS. 0.92% of 300,000 active. AID 602252, 2012. purified CAL PDZ, TMR-peptide fluorescence polarization, 1 h. Golgi-associated PDZ and coiled-coil motif-containing protein (Homo sapiens), Q9HD26. inhibition, % at 24.9 µM;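 active = mean inhibition of at least 30% with at least half of replicates also reaching 30%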;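 note: 0% = DMSO neutral control and 100% = excess unlabeled competitor peptide PRC23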
V-ATPase pHluor: regulators of yeast V-ATPase proton pumping, primary screen, pHLuorin cytosolic pH fluorescence. S. cerevisiae. response, % at 10 µM. 0.37% of 350,000 active. AID 504577, 2011; in the data active = response mostly above about 7.3%, no sharp cut-off; inactive = mostly below about 5.4%; note: actives read high; inactives centre near 0; some compounds called inactive have numbers as strong as hits; reference of the scale not given here
RTF Ca sens act: cardiac RTF calcium sensitivity activators, primary screen, biochemical, IANBD-TnC fluorescence, EC20 calcium | Troponin I, cardiac muscle (Homo sapiens) + Troponin T, cardiac muscle (Homo sapiens) + … | activation, % at 7.2 µM | AID 493008, 2010 | 0.24% of 340,000 active | IANBD-labeled TnC RTF fluorescence at EC20 calcium; 0% EC20 calcium, 100% full calcium;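 active = activation above the mean over all tested compounds plus 3 SD, cut at about 30% in these data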;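 note: rise in fluorescence read as greater calcium sensitivity of cardiac thin filaments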
HTR5A ag ctr: HTR5A agonists in luminescence cell assay, primary screen, counter-screen for OPRM1-OPRD1 heterodimer agonist project, full-deck HTS; activation, % at 9.3 µM; 0.61% of 340,000 active; cell-based; 5-hydroxytryptamine receptor 5A (Homo sapiens), P47898; AID 504692, 2011; in the data active = activation mostly above about 9.5%, no sharp cut-off; inactive = mostly below about 7.6%;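 note: 0% = cells with vehicle only and 100% = reference agonist; strong numbers were not always called active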
Target sequence (P47898 whole entry, looked up): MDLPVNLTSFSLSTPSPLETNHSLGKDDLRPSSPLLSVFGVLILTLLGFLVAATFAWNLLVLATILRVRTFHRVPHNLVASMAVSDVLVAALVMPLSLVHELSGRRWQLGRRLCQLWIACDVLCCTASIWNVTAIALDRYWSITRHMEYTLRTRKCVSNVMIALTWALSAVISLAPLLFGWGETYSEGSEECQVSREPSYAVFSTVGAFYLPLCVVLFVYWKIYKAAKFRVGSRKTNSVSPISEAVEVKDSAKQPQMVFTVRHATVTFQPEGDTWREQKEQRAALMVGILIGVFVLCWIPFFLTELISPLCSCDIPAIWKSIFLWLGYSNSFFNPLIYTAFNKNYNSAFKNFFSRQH
HTR5A inv ag: HTR5A inverse agonists in luminescence cell assay, primary screen, counter-screen for OPRM1-OPRD1 heterodimer inverse agonist project, full-deck HTS; 5-hydroxytryptamine receptor 5A (Homo sapiens), P47898; HTR5A cell line, inverse agonism; inhibition, % at 9.3 µM; 0.083% of 340,000 active; AID 504634, 2011; in the data active = inhibition mostly above about 23%, no sharp cut-off; inactive = mostly below about 18%;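 note: 0% = cells with DMSO and 100% = no-cell wells with DMSO; some compounds called inactive have numbers as strong as hits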
LANA DNA inh: inhibitors of KSHV C-LANA binding to DNA, primary screen, biochemical, fluorescence polarization, FAM-LBS DNA, MBP-C-LANA, single point; inhibition, % at 9 µM; AID 504423, 2011; Kaposi's sarcoma herpesvirus LANA C-terminal domain (residues 932-1162) DNA binding; 0.078% of 340,000 active;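 active = highest replicate inhibition at or above 60% at 9 µM, even if other replicates fall short; inactive = all replicates below 60% inhibition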;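 note: 0% = neutral control wells and 100% = 4 µM acridine orange control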
MOR-DOR ag: agonists of OPRM1-OPRD1 heterodimerization, primary screen, cell-based, luminescence; Mu-type opioid receptor (Homo sapiens) + Delta-type opioid receptor (Homo sapiens), …; 0.3% of 340,000 active; AID 504326, 2011; cells; activation, % at 9.3 µM; in the data active = activation above about 18%;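 note: 0% = vehicle-treated cells and 100% = reference agonist; values of inactives mirror those of a sister screen read the other way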
Cardiac RTF inh: cardiac RTF calcium sensitivity inhibitors, primary screen, biochemical, IANBD-TnC fluorescence, EC70 calcium | Troponin I, cardiac muscle (Homo sapiens) + Troponin T, cardiac muscle (Homo sapiens) + … | IANBD-labeled cardiac RTF, Ca2+ fluorescence | inhibition, % at 7.15 µM | 0.12% of 340,000 active;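 active = inhibition above the mean inhibition of all tested compounds plus 3 SD, cut at about 17% in these data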;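 note: assay run at fixed EC70 calcium of 1.6 mM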
Keap1 Nrf2 FP: Keap1-Nrf2 protein-protein interaction inhibitors, primary screen, biochemical, fluorescence polarization, single point | Kelch-like ECH-associated protein 1 (Homo sapiens), Q14145 | Keap1 Kelch-Nrf2 peptide fluorescence polarization, 1536-well | AID 504523, 2011 | 0.15% of 340,000 active | inhibition, % at 9.4 µM; in the data active = inhibition above about 12%;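 note: human Keap1 Kelch domain with fluorescein labeled Nrf2 9mer peptide probe; 0% = neutral control wells and 100% = peptide positive control; higher means more block of Keap1 binding to Nrf2 peptide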
Target sequence (Q14145 whole entry, looked up, the tested form may be a part): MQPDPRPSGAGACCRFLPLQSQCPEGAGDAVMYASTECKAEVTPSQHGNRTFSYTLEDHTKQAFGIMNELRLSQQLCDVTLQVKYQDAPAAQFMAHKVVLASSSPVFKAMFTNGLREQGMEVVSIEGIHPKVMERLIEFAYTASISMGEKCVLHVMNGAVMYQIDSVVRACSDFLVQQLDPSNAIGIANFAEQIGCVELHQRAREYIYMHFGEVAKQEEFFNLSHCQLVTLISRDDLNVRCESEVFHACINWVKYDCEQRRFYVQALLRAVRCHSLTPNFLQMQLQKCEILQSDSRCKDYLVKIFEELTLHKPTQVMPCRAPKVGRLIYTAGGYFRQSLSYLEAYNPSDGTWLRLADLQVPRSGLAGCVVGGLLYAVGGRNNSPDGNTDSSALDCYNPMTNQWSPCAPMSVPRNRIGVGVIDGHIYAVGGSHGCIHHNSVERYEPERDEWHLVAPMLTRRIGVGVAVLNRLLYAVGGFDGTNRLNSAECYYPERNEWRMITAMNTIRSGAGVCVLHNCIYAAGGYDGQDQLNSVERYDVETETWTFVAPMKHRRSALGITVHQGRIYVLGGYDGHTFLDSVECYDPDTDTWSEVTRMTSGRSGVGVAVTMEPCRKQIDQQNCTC
Numbers without * were called inactive; . = no result given.

SMILES | OPRM1-OPRD1 inv | CAL-PDZ inh HTS | V-ATPase pHluor | RTF Ca sens act | HTR5A ag ctr | HTR5A inv ag | LANA DNA inh | MOR-DOR ag | Cardiac RTF inh | Keap1 Nrf2 FP
O=C(NCc1cccnc1)C(=O)Nc1cc2c3c(c1)CC(=O)N3CCC2 | 15 | -7 | 2 | -5 | 2 | 5 | -1.1 | -3.0 | -20 | 0
O=C(Nc1cc([N+](=O)[O-])ccc1Cl)c1ccc2c(c1)OCO2 | 16 | -1 | 0 | 2 | -2 | 2 | -2.2 | -3.1 | 1 | 5
O=C(CN(Cc1ccccc1)C(=O)c1ccco1)NCc1ccc(F)cc1 | 2 | 0 | -1 | -7 | -1 | -1 | -1.1 | -0.3 | 0 | -3
CC(/C=C/C=C/c1ccccc1)=N/NC(=O)c1ccc2c(c1)OCCO2 | 13 | 2 | -1 | -1 | 1 | -17 | 0.8 | -2.5 | -2 | 2
Cc1c(NC(=O)C(C)OC(=O)[C@@H](NC(=O)c2ccccc2)C(C)C)c(=O)n(-c2ccccc2)n1C (some centres not stated) | -4 | 0 | 0 | 1 | 5 | 21 | 0.9 | 0.7 | -2 | -3
CS(=O)(=O)c1nc(S(=O)(=O)c2ccc(Cl)cc2)c(N2CCC3(CC2)OCCO3)s1 | 13 | -2 | 2 | 3 | 5 | 2 | 0.3 | -2.5 | -5 | 1
C#Cc1ccc([C@@H]2C=C(C(=O)NCc3ccccc3)O[C@H](OCC)[C@H]2CCCO)cc1 | 10 | -6 | 3 | -2 | -6 | -14 | 0.6 | -1.7 | -17 | 3
NC(=O)c1ccc(NS(=O)(=O)c2ccc(Br)s2)cc1 | 5 | -2 | -3 | 3 | 4 | -10 | 2.3 | -1.2 | -3 | -2
COc1ccc(C2CC(C(F)(F)F)n3nc(C(=O)O)cc3N2)cc1OC (configuration not stated) | 15 | . | 0 | 1 | -4 | 10 | -0.7 | -3.1 | -3 | 2
COc1ccccc1N(C(=O)c1csnn1)C(C(=O)NC1CCCC1)c1ccccc1 (configuration not stated) | 11 | 0 | 0 | 0 | -3 | 8 | 0.4 | -2.0 | 5 | -4
CCCc1sc(N/N=C/c2ccccn2)nc1-c1ccc(F)cc1 | -18 | 0 | 2 | -4 | -3 | -30 | -0.7 | 3.2 | -1 | -1
CCc1cccc(NC(=O)CS(=O)Cc2nc(-c3ccc(C)cc3)oc2C)c1 (configuration not stated) | -44 | -1 | 2 | -1 | 2 | 0 | -0.5 | 7.5 | -6 | 0
CC(=O)Nc1ccc(NC(=O)c2ccccc2Sc2ccc([N+](=O)[O-])cc2Cl)cc1 | -49 | -5 | 2 | 0 | -2 | 4 | 1.3 | 10.0 | -8 | -8
O=C(NC1CCCCC1)C12CC3CC(CC(Cl)(C3)C1)C2 | -15 | -3 | 2 | 4 | 1 | -12 | 0.9 | 3.4 | -6 | 0
CCn1c(COc2cccc(C)c2)nnc1SCC(=O)Nc1cccc(C(=O)O)c1 | 7 | -1 | 0 | -4 | 1 | 2 | -0.4 | -1.8 | 3 | 0
CC(C)c1ccc(NC2CCCN(C(=O)c3ccoc3)C2)cc1 (configuration not stated) | 3 | -5 | -2 | -7 | 0 | 6 | -0.1 | -0.5 | -4 | 2
Cc1ccc(CCNC(=O)CCc2nc3ccccc3[nH]2)cc1 | 15 | -1 | 1 | 8 | 4 | 0 | 0.5 | -2.8 | 3 | -5
CNC(=S)N/N=C/c1c(C)nn(-c2ccc(F)cc2)c1Cl | 3 | -3 | -2 | -5 | -8 | -14 | -0.1 | -0.5 | -3 | -3
CC(C)Sc1nc2c(c(=O)n1-c1ccc(F)cc1)SCC2 | 1 | -1 | -3 | 6 | 0 | 5 | -0.4 | -0.2 | 0 | -5
Cc1ccc(CN2CCc3[nH]c(=S)[nH]c(=O)c3C2)cc1 | 7 | -2 | -3 | -1 | 3 | -11 | 0.8 | -1.4 | -5 | -9
COc1cccc(C=NNc2nc3ccccc3s2)c1OC | -30 | -8 | 5 | 6 | 9.7* | -40 | 0.5 | 5.7 | -14 | -5
Cc1ccc(CNC(=O)CCCOc2cc(=O)n(C)c3ccccc23)o1 | 6 | 0 | 1 | 2 | -3 | 9 | 1.9 | -1.2 | -10 | -35
O=C(COC(=O)C1CCC1)Nc1cccc(Cl)c1 | 2 | -3 | -3 | -3 | -2 | 22 | 0.5 | -0.3 | -1 | 1
CC(=O)c1ccc(S(=O)(=O)N2CCN(C(=O)c3ccc(-n4cncn4)c([N+](=O)[O-])c3)CC2)cc1 | 3 | -4 | 2 | 4 | 6 | -17 | -4.2 | -0.8 | -1 | -5
CCN1CCN(C(=O)/C=C/c2ccc3c(c2)OCO3)CC1 | 15 | -2 | 1 | -4 | 5 | -8 | 0.3 | -3.1 | 4 | 0

(continued)
SMILES | OPRM1-OPRD1 inv | CAL-PDZ inh HTS | V-ATPase pHluor | RTF Ca sens act | HTR5A ag ctr | HTR5A inv ag | LANA DNA inh | MOR-DOR ag | Cardiac RTF inh | Keap1 Nrf2 FP
Cc1ccnc(N=O)c1 | 14 | -19 | -4 | 0 | 0 | -1 | 0.3 | -2.8 | -9 | -6
COc1ccc(CCN2CN(S(=O)(=O)c3ccc(OC)cc3)c3nc4ccccc4nc32)cc1 | -9 | -2 | 1 | 3 | -3 | -75 | 0.5 | 1.8 | -16 | 1
O=S(=O)(Nc1ccccc1Cl)c1ccc(F)cc1 | 6 | -6 | 4 | 5 | -2 | 5 | -0.9 | -1.1 | 1 | -1
COc1ccc(NC(=O)c2ccc(OCC3CCCO3)cc2)cc1OC (configuration not stated) | 12 | . | 10 | 0 | 0 | 0 | 0.1 | -2.3 | 2 | -2
Cc1c(NC(=O)Nc2cc(Cl)ccc2Cl)c(=O)n(-c2ccccc2)n1C | 15 | . | 0 | -1 | 1 | -10 | -1.2 | -2.9 | -3 | -3
CCCSc1ccc([C@@H]2[C@H]3C(=O)N(CC)C(=O)[C@H]3[C@]3(C(=O)OC)CCCCN23)cc1OC | 16 | -2 | -9 | -6 | 1 | 2 | -0.7 | -3.4 | 8 | -10
Cc1ccc(Cl)cc1NC(=O)Nn1cnnc1 | 15 | . | -1 | 1 | 0 | -16 | 0.4 | -2.1 | 0 | 3
CCOc1ccc(C(=O)NCC2CCCO2)cc1OCC (configuration not stated) | 12 | . | -2 | -6 | -2 | -9 | 0.0 | -2.5 | -2 | 4
CCOCc1cc(C2NC(=O)NC(C)=C2C(=O)OCC)ccc1OC (configuration not stated) | -10 | 0 | 2 | -1 | 3 | -2 | -0.5 | 2.2 | -3 | -3
O=C(OCC(=O)N1CCc2ccccc2C1)c1cccs1 | 11 | . | -4 | 14 | 0 | 4 | 0.2 | -2.1 | 3 | 5
O=C(NC1CC1)C1=C[C@@H](C2CC2)C[C@@H](OCCCCO)O1 | 8 | -3 | 3 | -1 | 0 | -7 | -1.4 | -1.4 | -10 | -5
Cc1nc(-c2ccncc2)nc(NCCNc2ncccc2C(F)(F)F)c1Cl | 3 | 2 | 0 | -1 | -1 | -12 | -1.4 | -0.6 | -6 | -3
CCc1ccc2c(c1)C(c1ccc([N+](=O)[O-])cc1)=NNC(c1ccc(C)cc1)=N2 | 2 | 0 | 0 | 8 | -1 | 5 | 2.6 | -0.4 | -11 | 0
N/C(Cn1cncn1)=N\NC(=O)C(=O)Nc1cccc(C(F)(F)F)c1 | 2 | 2 | 0 | 1 | 6 | -9 | -0.4 | -0.4 | -15 | 6
O=C(c1cncc(Br)c1)N1CCN(c2ccc([N+](=O)[O-])cc2)CC1 | 14 | -7 | 1 | -3 | 0 | 29 | -0.7 | -2.6 | 2 | -1
O=C(COC(=O)c1ccc(S(=O)(=O)N2CCOCC2)cc1)Nc1ccccc1F | 12 | -3 | -1 | -4 | 0 | -2 | -1.0 | -3.2 | 2 | -8
CCN(CC)S(=O)(=O)c1ccc(C(=O)OCC(=O)N2CCN(C(=O)c3ccco3)CC2)cc1 | 9 | -2 | 3 | -2 | 0 | 15 | 0.0 | -1.6 | -3 | 3
O=C(NCC1CCCO1)c1coc2nc3ccccc3nc12 (configuration not stated) | 10 | 3 | 3 | 2 | 5 | -12 | 0.5 | -1.6 | 4 | -6
COc1ccc(NC(=O)CCC(=O)OC(C(=O)c2ccccc2)c2ccccc2)cc1 (configuration not stated) | 9 | . | 2 | 4 | -1 | 10 | 0.3 | -1.8 | -8 | -1
COc1ccc(Cc2nc(-c3ccncc3)no2)cc1 | 0 | 4 | 2 | 5 | 0 | -7 | 1.3 | 0.0 | 2 | -4
CN(C(=O)CCNC(=O)N1CC(=O)Nc2ccccc21)C1CCCCC1 | 11 | -5 | -3 | -1 | -6 | -2 | 0.0 | -2.2 | -1 | 2
COc1ccc(Cl)cc1NC(=S)NCc1ccccn1 | 15 | -3 | -3 | -7 | 2 | 3 | 0.7 | -2.7 | -4 | 2
COc1ccc(N(CC(=O)Nc2c(C)n(C)n(-c3ccccc3)c2=O)S(=O)(=O)c2ccc(F)cc2)cc1 | -10 | 3 | 2 | 7 | 1 | -3 | 1.1 | 1.9 | 1 | 4
COc1ccccc1NC(=O)CN1CCN(CC(=O)Nc2cc(NC(C)=O)ccc2OC)CC1 | -9 | 4 | 5 | -3 | 2 | -13 | 0.6 | 1.9 | -2 | -2
COc1cc(C(=O)NNC(=S)NC(=O)c2ccc(Cl)cc2)cc(OC)c1OC | 18 | 6 | 1 | 0 | 1 | 21 | -0.1 | -3.5 | 6 | 0
CCC(C)NC(=O)/C(=C/c1ccco1)c1ccccc1 (configuration not stated) | 11 | 1 | 4 | 1 | 1 | -36 | -1.4 | -2.0 | -11 | -3
COc1ccccc1CCNC(=O)c1cc(COc2cccc(C(F)(F)F)c2)on1 | -1 | -3 | 4 | 0 | 6 | -24 | 0.8 | 0.1 | 0 | -4
CN(C)c1ccc(NC(=O)CSCc2nc3c(nnn3Cc3ccc(F)cc3)c(=O)[nH]2)cc1 | -1 | . | -1 | -2 | -2 | -18 | -0.1 | 0.2 | -10 | -1

An excerpt from above with just Cardiac RTF inh and HTR5A inv ag:
Molecule | Cardiac RTF inh | HTR5A inv ag
CCC(C)NC(=O)/C(=C/c1ccco1)c1ccccc1 (configuration not stated) | -11 | -36
COc1ccc(CCN2CN(S(=O)(=O)c3ccc(OC)cc3)c3nc4ccccc4nc32)cc1 | -16 | -75
